# Screening results deposited in PubChem BioAssay by Broad Institute.
# CaV13 FRET inh – Disruptors of the CACNA1D IQ motif to Ca2+-dependent inactivation inhibitor domain association, primary screening, Förster resonance energy transfer in intact living …. HEK cells, CFP/YFP FRET ICDI-IQ, plate reader, 10 min; percent FRET-ratio fall versus neutral wells. inhibition, % at 12.3 µM. 340,000 compounds, 0.098% hits. AID 743397;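 active = mean replicate inhibition of at least 30% and at least 1% of replicates passing that level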;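 note: 0% = median of the neutral control wells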
# Numbers without * were called inactive. These rows are one share of the data; the hit share may differ from the screen's.
CaV13 FRET inh	Molecule
-7.0	CN1C(=O)N(C)N(Cc2ccccc2)C(=O)N1Cc1ccccc1
-2.1	CC(=O)NC1CCCCN(C)C1=O (configuration not stated)
-10.9	CCCCS(=O)(=O)N1CCN(C(=O)C(=O)c2cccc(C(F)(F)F)c2)CC1
-14.6	COc1cc(-c2c(C(=O)c3ccccc3)[nH]c(N)c2C(=O)NCCc2c[nH]c3ccccc23)ccc1F
-7.1	Cc1cccc(/C=C/C(=O)c2ccc(N3CCOCC3)cc2)c1
-5.0	O=c1c2ccccc2nnn1CSc1nc2cc(Cl)ccc2c(=O)n1Cc1ccco1
-9.2	C[C@H]1CN(c2ccc(N3CCN(C(=O)OC(C)(C)C)C[C@@H]3C)cc2C#N)CCN1Cc1ccccc1
-6.7	CC(=O)CCN1CCSCCS1(=O)=O
-11.0	CCc1cc2c(nc1CC)CCCN2Cc1ccc(Br)cc1
-10.0	COC(=O)[C@]12C[C@H](CC(=O)N3CCSCC3)C(=O)N(Cc3ccc4c(c3)OCO4)C1=C[C@H](COCc1ccccc1)O[C@@H]2C
-4.0	Cc1ccccc1S(=O)(=O)N1CCCc2nc(-c3ccc(F)cc3)ccc21
-2.1	CCOC(=O)C1=CCN(S(=O)(=O)c2cccc(Cl)c2)C1c1cccc(Br)c1 (configuration not stated)
-3.3	COCCCn1cnn2c(=O)c3ccccc3nc2c1=O
-13.3	O=C(NCc1ccco1)C(=O)NN=Cc1ccccc1O
-12.3	COC(=O)[C@]12C[C@H](CC(=O)N3CCC(c4ccccc4)CC3)C(=O)N(Cc3ccc4c(c3)OCO4)C1=C[C@H](C(C)(C)C)O[C@@H]2C
-16.6	c1ccc(Nc2ccc(NCCc3c[nH]c4ccccc34)cc2)cc1
-2.4	COc1ccc(CNCC(=O)Nc2cc(C)nn2-c2nc(C)cc(C)n2)cc1OC
-4.1	COc1ccc(C2CC(=O)C(c3ccc4ccccc4c3)=CN2Cc2ccccc2)cc1 (configuration not stated)
-7.0	CCc1c(C)nc(SCC(=O)N2CCc3ccccc32)[nH]c1=O
-15.5	Nc1[nH]c(C(=O)c2ccc(Br)cc2)c(-c2ccc(Cl)c(Cl)c2)c1C(=O)NCCc1c[nH]c2ccccc12
-3.6	CCCCNc1cccc2c1S(=O)(=O)N[C@H](Cc1ccccc1)CO2
-2.2	CC(C)[C@H](NC(=O)c1ccc(Cl)c(Cl)c1)C(=O)N1CCC[C@H]1C(=O)NCCc1ccccc1Cl
-4.0	FC(F)(F)c1ccccc1CN1CCCc2nc(-c3ccc(Br)cc3)ccc21
-4.5	CCOc1ccc(NC(=O)c2nn(-c3ccc(OC)cc3OC)c(=O)c3ccccc23)cc1
-4.9	CCCCCCn1c(COc2ccccc2F)nnc1SCC(=O)c1c(N)n(C)c(=O)n(C)c1=O
-7.9	CC1=NOC(=O)/C1=C/c1ccc(N(C)C)cc1
-1.2	Cc1ccc(OCCn2cnc3sc(C(N)=O)c(C)c3c2=O)cc1
-9.1	Nc1nc2c(ncn2[C@@H]2O[C@H](C(=O)N[C@H](Cc3ccccc3)C(=O)O)[C@@H](O)[C@H]2O)c(=O)[nH]1
-9.8	COC(=O)C1=C(C)N(Cc2ccccc2C(F)(F)F)C(=NCc2ccc(C(F)(F)F)cc2)NC1c1ccc(F)cc1 (configuration not stated)
-9.3	CCCCc1c(-c2ccccc2OC)ncn1Cc1ccc(Br)cc1
-8.7	COCc1cc(N2CCN(C(=O)OC(C)(C)C)C[C@@H]2C)ccc1N1CC[C@H](O)C1
-3.3	COc1ccc(Sc2cccc(Cl)c2)c(C(=O)O)c1
-5.1	CC(C)CN1CN(S(=O)(=O)c2cccs2)c2nc3ccccc3nc21
-4.6	CCc1noc2cc(-c3ccccc3)n(C)c(=O)c12
-4.0	COc1cc(OC)cc(C(=O)Nc2ccc(S(=O)(=O)Nc3cc(C)nc(C)n3)cc2)c1
-10.2	COc1cccc(CNC(=O)[C@H]2CCCN2C(=O)[C@H]2CCCN2C(=O)OC(C)(C)C)c1
-3.0	Cc1ccc(Cl)cc1NC(=O)COC(=O)c1ccc(N2CCCC2)c([N+](=O)[O-])c1
-5.1	C[C@H]1COc2cc(N3CCOCC3)ccc2S(=O)(=O)N1
-3.8	O=C1c2ccccc2C(O)(Cc2ccccc2)N1C1CCCCC1 (configuration not stated)
-10.6	COC(=O)[C@]12C[C@H](CC(=O)NCc3ccccc3)C(=O)N(CCC3=CCCCC3)C1=C[C@H](COCc1ccccc1)O[C@@H]2C
-5.3	C[C@H](CO)N1C[C@H](C)[C@@H](CN(C)C(=O)NC2CCCCC2)OCc2cn(nn2)CCCC1=O
-5.0	C=CCN1CC(COCCCC)Oc2ccc(Cl)cc2S1(=O)=O (configuration not stated)
-16.9	COc1ccc(C(=O)c2[nH]c(N)c(C(=O)c3c[nH]c4ccccc34)c2-c2ccc(OC)cc2)cc1
-5.2	COC(=O)[C@@]1(Cc2ccc(OC)cc2)[C@H]2c3cc(C(=O)N4CCCC4)n(Cc4c(CO)[nH]cc(C)c4=O)c3C[C@H]2CN1C(=O)c1ccccc1
-9.7	Cc1ccc(C(Nc2ccccc2)c2ccc3ccc(C)nc3c2O)c(C)c1 (configuration not stated)
-2.6	CCN(CC)C(=O)c1ncn2c1C(=O)N[C@H](C)C2
-6.6	C[n+]1cc2c3c(ccc2c2ccc4cc5c(cc4c21)OCO5)OCO3
-4.4	Cc1ccc(S(=O)(=O)N(C)[C@H]2C[C@H]3c4[nH]c5c(-c6ccccc6)cccc5c4CCN3C(=O)[C@H]2[C@H](C)O)cc1
-3.8	CCCN1C(=O)c2[nH]nc(-c3ccccc3)c2C1c1ccccc1 (configuration not stated)
-4.8	Cc1cc(C)cc([C@H]2C[C@]34CN(C(=O)OC(C)(C)C)S(=O)(=O)[C@H]3C[C@H]2O4)c1
-9.1	O=C(NCCc1ccc(Cl)cc1)c1ccc2c(=O)[nH]c3c(C(=O)NCC4CCCO4)sc(=S)n3c2c1 (configuration not stated)
-3.1	CCCn1c(SCC(=O)N2CCc3ccccc32)nnc1-c1ccncc1
-10.9	Cc1ccc(-c2nc3c(Br)cc(C)cn3c2Cc2cccc(Cl)c2)cc1
-9.6	Fc1ccc(-c2nc3c4ccccc4ccn3c2Cc2cccc(F)c2)cc1
-9.1	COc1cc(CN2CCN(c3ccc(C)cc3)CC2)cc([N+](=O)[O-])c1O
-5.7	C[C@@H]1CN([C@H](C)CO)C(=O)c2cc(NC(=O)Nc3ccccc3)ccc2O[C@@H](C)CCCCO[C@H]1CN(C)S(C)(=O)=O
-4.5	CN1C(=O)C2CC(O)C(SC3CC4C(=O)N(C)C(=O)C4CC3O)CC2C1=O (configuration not stated)
-3.5	O=C(c1ccccc1Cl)N1CCSCCS1(=O)=O
-4.7	CN(C)C(=S)N=Nc1[nH]c2ccccc2c1O
-5.3	COc1ccccc1S(=O)(=O)N(C)C[C@H]1Oc2cc(Br)ccc2S(=O)(=O)N([C@H](C)CO)C[C@H]1C

# A different layout for some results above:
> Cc1cc(C)cc([C@H]2C[C@]34CN(C(=O)OC(C)(C)C)S(=O)(=O)[C@H]3C[C@H]2O4)c1
- CaV13 FRET inh: -4.8

> O=C(NCCc1ccc(Cl)cc1)c1ccc2c(=O)[nH]c3c(C(=O)NCC4CCCO4)sc(=S)n3c2c1 (configuration not stated)
- CaV13 FRET inh: -9.1

> CCCn1c(SCC(=O)N2CCc3ccccc32)nnc1-c1ccncc1
- CaV13 FRET inh: -3.1

> Cc1ccc(-c2nc3c(Br)cc(C)cn3c2Cc2cccc(Cl)c2)cc1
- CaV13 FRET inh: -10.9

# New compounds follow.
CaV13 FRET inh	Molecule
-9.8	COc1ccc(N2C(=O)N3[C@H](c4cccc(C)c4)[C@@H]4C(=O)N(Cc5ccccc5)C(=O)[C@@H]4[C@]3(Cc3ccccc3)C2=O)cc1
-7.4	CCCCOCC1CN(CCCC)S(=O)(=O)c2c(Oc3ccc(C(C)C)cc3)cccc2O1 (configuration not stated)
-4.3	C[C@H](CO)N1C[C@H](C)[C@@H](CN(C)C(=O)Nc2cccc(F)c2)OCc2cn(nn2)CCCC1=O
-11.2	CCOC(=O)/C(=C\Nc1ccc(OCc2ccccc2)cc1)NC(=O)c1ccccc1
-5.2	COC(=O)c1cc2c(c3c4ccccc4n(S(=O)(=O)c4ccc(OC)cc4)c13)C(=O)N(Cc1ccc(N(C)C)cc1)C2
-4.4	CCC1CCCCN1Cc1cc(OC)c(O)c([N+](=O)[O-])c1 (configuration not stated)
-11.7	CC(C)(C)n1nc(C2CC2)c(Br)c1NC(=O)c1ccccc1F
-3.9	COC(=O)[C@]12C[C@H](CC(=O)NCc3ccccc3)C(=O)N(Cc3ccc4c(c3)OCO4)C1=C[C@H](C(C)(C)C)O[C@@H]2C
-4.9	CCOC(=O)COn1c(=O)c(-c2ccc(OC)c(OC)c2)[n+]([O-])c2ccccc21
-6.8	COc1ccc(-c2ccc3c(n2)CCCN3S(=O)(=O)c2c(C)noc2C)cc1
11.9	COc1ccccc1CNC(=O)c1cc2c(=O)[nH]c3ccccc3c2n1C
-9.8	Cc1cc(N2CCNC[C@H]2C)ccc1N1CCN(Cc2ccccc2)[C@H](C)C1
-5.1	CC(=O)C(Sc1ncnc2c1nnn2-c1ccc(F)cc1)C(=O)N(C)C (configuration not stated)
-4.8	COc1ccc(CNS(=O)(=O)c2cc(Cl)ccc2N2CC[C@@H](O)C2)cc1
-9.0	COC(=O)[C@]12C[C@H](CC(=O)NCC34CC5CC(CC(C5)C3)C4)C(=O)N(Cc3ccccc3)C1=C[C@H](C1CCCC1)O[C@@H]2C
-2.5	Cc1cccc(NC(=O)CSc2nnc(NC(=O)CN3CCCCC3)s2)c1
-4.6	COc1ccc(-c2ccccc2C2Cc3nnccc3CN2C(=O)Nc2ccccc2)cc1 (configuration not stated)
-7.9	CCCCCCCCN1C(=O)[C@@H](CC(=O)N2CCSCC2)C[C@@]2(C(=O)OC)C1=C[C@H](C1CCCC1)O[C@@H]2C
-4.4	C=CCN1C(C(=O)OCC)CSCCS1(=O)=O (configuration not stated)
-4.6	Cc1ccc(Sc2ccc(NC(=O)CCl)cc2)c(C)c1
-4.9	NNC(=O)CCc1nc2ccccc2[nH]1
-4.2	O=[N+]([O-])c1ccc2c(c1)CO[C@]21O[C@H](CCO)C[C@H](O)[C@H]1O
-11.3	CCCCc1c(-c2ccccc2OC)ncn1Cc1c(Cl)cccc1Cl
-3.4	COC(=O)C1=C(C)N(CC(C)C)C(=S)NC1c1ccc(-c2ccccc2)cc1 (configuration not stated)
-8.5	COC(=O)[C@]12C[C@H](CC(=O)N3CCOCC3)C(=O)N(Cc3ccccc3)C1=C[C@H](C1CCCC1)O[C@@H]2C
-5.1	COc1cc(NC(=O)[C@@H](Cc2ccccc2)NC(=O)[C@H]2O[C@@H](n3ccc(N)nc3=O)[C@H](O)[C@@H]2O)cc(OC)c1OC
-2.3	COC(=O)C1=C(C)N(Cc2ccc(F)cc2)C(=S)NC1c1cccc(Cl)c1 (configuration not stated)
-6.6	CCOC(=O)C1=C(Cc2ccc(C)cc2)C(=O)c2ccccc2C1=O
-3.6	COC(=O)C1=C(C)N(Cc2cccc(C(F)(F)F)c2)C(=NCc2ccc(C(F)(F)F)cc2)NC1c1cccc(C(F)(F)F)c1 (configuration not stated)
-5.1	C=CCN1[C@@H](C)[C@H](c2ccccc2)Oc2cccc(NCCc3ccccc3)c2S1(=O)=O
-9.3	COC(=O)C1=C(C)N(C)C(=NCc2cc(OC)c(OC)c(OC)c2)NC1c1ccc(C(F)(F)F)cc1 (configuration not stated)
-3.4	COc1cccc(C(CC2=CCCCC2)NC(=O)C(F)(F)F)c1 (configuration not stated)
-10.6	COc1ccc(-c2ccc3c(n2)CCCN3S(=O)(=O)c2cccs2)cc1
-3.1	Cc1cc(O)cc(=O)n1-c1cccc(C(F)(F)F)c1
-2.2	O=C(N=C1c2ccccc2CN1c1ccc(F)c(Cl)c1)c1cccnc1Cl
-2.6	CCOC(=O)C1=CCN(S(=O)(=O)c2cccc(Cl)c2)C1c1cccc(Cl)c1 (configuration not stated)
-2.7	O=c1[nH]c2cccnc2n1-c1cccc([N+](=O)[O-])c1
2.6	COc1ccc(-c2csc(NNC3=NCCCCC3)n2)cc1
-4.4	Cc1c(-c2ccccc2)nnn1-c1ccc(F)c(Cl)c1
-4.0	COC(=O)C1=C(C)N(Cc2ccc(C(F)(F)F)cc2)C(=NCc2ccc(C(F)(F)F)cc2)NC1c1cccc(C(F)(F)F)c1 (configuration not stated)

# Part of the list above, as labelled records:
> COC(=O)[C@]12C[C@H](CC(=O)N3CCOCC3)C(=O)N(Cc3ccccc3)C1=C[C@H](C1CCCC1)O[C@@H]2C
  CaV13 FRET inh: -8.5

> COc1cc(NC(=O)[C@@H](Cc2ccccc2)NC(=O)[C@H]2O[C@@H](n3ccc(N)nc3=O)[C@H](O)[C@@H]2O)cc(OC)c1OC
  CaV13 FRET inh: -5.1

> COC(=O)C1=C(C)N(Cc2ccc(F)cc2)C(=S)NC1c1cccc(Cl)c1 (configuration not stated)
  CaV13 FRET inh: -2.3

> CCOC(=O)C1=C(Cc2ccc(C)cc2)C(=O)c2ccccc2C1=O
  CaV13 FRET inh: -6.6

# Further compounds:
CaV13 FRET inh	Molecule
-4.3	CC1CCN(C(=O)c2ncn3c2C(=O)NC[C@H]3C)CC1
-4.9	O=C(O)COc1ccccc1/C=C1\SC(=S)N(c2cccnc2)C1=O
-16.3	Nc1[nH]c(C(=O)c2ccc(Cl)cc2)c(-c2ccc(Br)cc2)c1C(=O)NCCc1c[nH]c2ccccc12
-4.9	CC(=O)c1cc2c(cc1NS(=O)(=O)c1ccccc1C)OCO2
-3.8	CCc1cc2c(nc1CC)CCCN2C
-4.2	CC[C@H](C)[C@@H]1NC(=O)c2cc([N+](=O)[O-])cc(I)c2SC[C@@H](C(N)=O)NC(=O)[C@H](CCCCN)NC1=O
-10.9	CCOC(=O)C1=CC[C@@H](c2ccccc2)C(C#N)(C#N)[C@H]1/C=C/c1ccccc1
-9.1	CCCCCCCCN1C(=O)[C@@H](CC(=O)N2CCSCC2)C[C@@]2(C(=O)OC)C1=C[C@H](C(C)(C)C)O[C@@H]2C
-8.3	CC(C)[C@H](NC(=O)c1ccccc1)C(=O)N1CCC[C@H]1C(=O)NCc1ccccc1
